TbMetRS inhib = T. brucei MetRS inhibitors, primary screen, biochemical, luminescence; purified T. brucei MetRS, ATP depletion, Kinase-Glo luminescence; inhibition, % at 11.9 µM; 360,000 tested, 0.4% active; AID 624268, 2012;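 active means inhibition above a per-plate cutoff of the control wells' mean inhibition plus 3 SD, cut at about 5.5% in these data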;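 further: 0% = DMSO wells median and 100% = median of wells with control inhibitor compound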
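Assay system: T. brucei methionyl-tRNA synthetase, purified | Medium: HEPES buffer with MgCl2, KCl, DTT, spermine, BSA, pyrophosphatase | Compound: 11.9 µM single point | Incubation: 15 min enzyme-compound preincubation, 2 h reaction, 10 min detection, 25 °C | Measured by: Kinase-Glo luciferase luminescence reporting remaining unconsumed ATP | Measure: % inhibition normalized to control-well medians | Replication: Singlicate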
NadD inh = inhibitors of S. aureus NadD, primary screen, biochemical, colorimetric, uHTS | Nicotinate-nucleotide adenylyltransferase NadD (Staphylococcus aureus N315) | purified NadD enzyme, colorimetric absorbance read-out | inhibition, % at 20 µM | 360,000 tested, 0.78% active | AID 602399, 2012; in the data active means inhibition above about 26%; further: some compounds past the cut are filed as inactive
SUMO1 PPI mod = modulators of SUMO1 protein-protein interactions, primary screen, biochemical, uHTS; SUMO1 binding to a labelled peptide, TR-FRET, 1 h; AID 602429, 2012; inhibition, % at 20 µM; Small ubiquitin-related modifier 1 (Homo sapiens), P63165; 360,000 tested, 0.33% active; in the data active means inhibition above about 37%
STEP inh = STEP phosphatase inhibitors, primary screen, biochemical, fluorescence intensity, uHTS; recombinant STEP, OMFP fluorogenic substrate; Tyrosine-protein phosphatase non-receptor type 5 (Homo sapiens), P54829; 360,000 tested, 0.25% active; inhibition, % at 20 µM;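 active means inhibition at 20 µM, scaled per plate between control wells, above about 37%, limit read from the data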;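 further: 0% = DMSO with enzyme and substrate and 100% = substrate only without enzyme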
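material = STEP tyrosine phosphatase | reagent = fluorogenic phosphatase substrate OMFP at 25 µM final | doses = single compound dose of 20 µM, 1% DMSO final | schedule = 20 min reaction, room temperature, in the dark | measured by = fluorescence, 480/540 nm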
LMPTP block = LMPTP phosphatase inhibitors, primary screen, biochemical, fluorescence intensity, uHTS; 360,000 tested, 0.22% active; Low molecular weight phosphotyrosine protein phosphatase (Homo sapiens), P24666; inhibition, % at 20 µM; recombinant LMPTP-A, OMFP fluorogenic substrate;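 active means compounds that cut the enzyme signal by at least half of the control window in the single-dose screen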;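 further: plate controls were DMSO wells with enzyme plus substrate for no effect and substrate without enzyme for full effect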
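Assay system: LMPTP-A enzyme. Input: 0.625 nM LMPTP-A final. Probe or stimulus: 400 µM OMFP. Compound dosing: single 20 µM dose. Schedule: 50 min dark incubation at room temperature. Detection: fluorescence intensity of OMFP turnover product. Read-out: percent inhibition versus substrate-only and uninhibited controls. Benchmarks: no-enzyme low control, uninhibited high control.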
Rpn11 block = Rpn11 (PSMD14) deubiquitinase inhibitors, primary screen, biochemical, fluorescence polarization, uHTS | 26S proteasome non-ATPase regulatory subunit 14 (Homo sapiens), O00487 | human 26S proteasome, Ub4-pepOG fluorescence polarization; 20S core pre-blocked with epoxomicin | calls only at 20 µM | 360,000 tested, 0.59% active;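 active means inhibition at 20 µM, scaled to each plate's controls, above about 33%, limit read from the data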
Scp-1 inhibitor = Scp-1 phosphatase inhibitors, primary screen, biochemical, colorimetric, uHTS. AID 493091, 2011. 340,000 tested, 0.88% active. inhibition, % at 20 µM. Recombinant Scp1, phosphopeptide, malachite green phosphate absorbance;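 active means inhibition above about 50% at 20 µM, limit read from the data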;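 further: plate controls were DMSO wells with enzyme for no effect and wells lacking enzyme for full effect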
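System: SCP-1 catalytic domain; Reagent: Phospho 17-mer peptide substrate; Doses: one concentration, 20 µM, with 1.0% DMSO; Incubation: 45 min room-temperature reaction, 5 min colour, 30 min stabiliser; Signal: Phosphate-binding colour reagent, absorbance read at 630 nm.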
DNMT1 inh = human DNMT1 methyltransferase inhibitors, primary screen, biochemical, molecular beacon, fluorescence, HinP1I cleavage, uHTS; inhibition (reported as % activation of signal), % at 10 µM; AID 588458, 2011; 360,000 tested, 0.83% active; in the data active means inhibition above about 50%
Target sequence (P26358 504-1616 limits assumed): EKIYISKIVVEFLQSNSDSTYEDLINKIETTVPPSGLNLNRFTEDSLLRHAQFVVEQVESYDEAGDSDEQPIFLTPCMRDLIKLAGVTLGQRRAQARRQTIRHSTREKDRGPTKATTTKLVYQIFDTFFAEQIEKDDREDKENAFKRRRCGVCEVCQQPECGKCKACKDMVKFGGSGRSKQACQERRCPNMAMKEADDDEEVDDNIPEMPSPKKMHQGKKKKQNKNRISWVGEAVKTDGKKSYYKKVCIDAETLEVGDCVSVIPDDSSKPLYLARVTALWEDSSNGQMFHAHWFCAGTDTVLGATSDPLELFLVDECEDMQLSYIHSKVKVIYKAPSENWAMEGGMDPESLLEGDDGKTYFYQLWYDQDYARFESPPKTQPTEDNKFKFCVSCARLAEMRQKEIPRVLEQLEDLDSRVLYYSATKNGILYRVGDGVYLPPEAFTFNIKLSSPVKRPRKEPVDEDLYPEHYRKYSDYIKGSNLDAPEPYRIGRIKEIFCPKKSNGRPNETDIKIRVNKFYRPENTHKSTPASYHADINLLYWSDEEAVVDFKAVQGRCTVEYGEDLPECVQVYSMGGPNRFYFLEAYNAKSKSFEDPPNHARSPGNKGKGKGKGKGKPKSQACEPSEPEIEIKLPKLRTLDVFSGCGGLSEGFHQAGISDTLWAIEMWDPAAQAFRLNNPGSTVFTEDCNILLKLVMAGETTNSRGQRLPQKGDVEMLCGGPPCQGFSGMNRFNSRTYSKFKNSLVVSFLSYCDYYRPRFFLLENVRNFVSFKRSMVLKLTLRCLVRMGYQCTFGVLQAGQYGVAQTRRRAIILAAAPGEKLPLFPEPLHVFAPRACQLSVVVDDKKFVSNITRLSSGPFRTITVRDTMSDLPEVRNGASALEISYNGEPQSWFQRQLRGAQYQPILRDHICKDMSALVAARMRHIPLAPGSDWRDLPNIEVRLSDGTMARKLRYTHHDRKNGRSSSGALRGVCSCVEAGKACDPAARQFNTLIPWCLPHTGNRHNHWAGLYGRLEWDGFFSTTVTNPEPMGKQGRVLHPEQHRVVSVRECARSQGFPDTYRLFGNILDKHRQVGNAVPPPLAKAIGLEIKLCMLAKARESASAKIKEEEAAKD
CSN deneddyl inh = inhibitors of CSN-mediated cullin deneddylation, primary screen, biochemical, fluorescence polarization, uHTS; COP9 signalosome complex subunit 5 (Homo sapiens), Q92905; Purified CSN, SCF-Nedd8-OG deneddylation; inhibition, % at 12.5 µM; 360,000 tested, 0.38% active;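 active means pattern-corrected inhibition above about 35%, with an unprinted fluorescence ratio check between 0.5 and 1.5, limit read from the data, passing the limit was not always enough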;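 further: 0% = enzyme with substrate and 100% = substrate without enzyme; some results filed as inactive read as strong as hits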
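Assay system: HEK293T-derived human Csn5 enzyme; quantity: 0.24 nM enzyme; medium: Tris/NaCl/DTT buffer, pH 7.5; also added: substrate SCFSkp2-Nedd8OG, 10 nM; doses: 12.5 µM compound; schedule: 90 min reaction at room temperature; signal: FP; read-out: % inhibition of substrate cleavage by Csn5; benchmarks: substrate-only high control, full reaction low control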
MsrA inhibitor = bovine MsrA enzyme inhibitors, primary screen, biochemical, absorbance, HTS; purified bovine MsrA, absorbance read-out; inhibition, % at 15.5 µM; 360,000 tested, 0.75% active; in the data active means inhibition above about 4.5%;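 further: 0% = vehicle wells with enzyme and 100% = reference inhibitor wells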
* marks the source's active call; other numbers are inactive results; i = inactive; / = not tested or not shown; & = joins results of further samples.

SMILES	TbMetRS inhib	NadD inh	SUMO1 PPI mod	STEP inh	LMPTP block	Rpn11 block	Scp-1 inhibitor	DNMT1 inh	CSN deneddyl inh	MsrA inhibitor
Cc1ccc(S(=O)(=O)N2N=C3CCCCC3C2(O)C(F)(F)F)cc1 (configuration not stated)	-0.4	-2.6	-1.7	-3.9	-1.1	i	-0.5	0.0	-7.8	1.8
CN(C)c1oc(-c2ccco2)nc1C#N	-1.0	4.9	-10.0	-2.5	-2.5	i	7.1	1.6	-3.2	2.5
O=C(NC1CCCc2ccccc21)c1cccc(Br)c1 (configuration not stated)	-0.4	-3.9	-1.8	2.3	0.3	i	1.5	-6.9	-3.0	-0.1
C[C@H](CO)N1C[C@H](C)[C@H](CN(C)C(=O)Nc2ccc(C(F)(F)F)cc2)Oc2c(NC(=O)c3ccncc3)cccc2C1=O	-0.4	34.0*	-4.7	-4.5	2.6	i	88.0*	5.0	3.4	-0.7
COc1cccc(NC(=S)N2CCC(C(=O)c3ccc(F)cc3)CC2)c1	-0.7	0.3	5.0	3.9	0.8	i	-7.0	-2.9	0.1	-1.2
COc1ccc(CCn2c(N3CCN(C)CC3)nc3c2c(=O)[nH]c(=O)n3C)cc1	-0.7	-7.9	1.3	0.2	-1.3	i	-4.8	3.6	7.5	-0.6
C/C(=N\N1CCN(Cc2ccc(C)cc2)CC1)c1ccco1	-0.8	-7.5	-1.2	0.6	-2.2	i	-2.7	5.4	-13.7	2.4
CN(C)c1ccc(N=Nc2ccccc2C(=O)OCC(=O)Nc2ccccc2C(F)(F)F)cc1	-0.6	3.2	-50.5	4.7	8.9	i	13.8	-9.3	3.9	0.4
CC1CCCCN1C(=O)COC(=O)c1ccc2ccccc2n1 (configuration not stated)	-0.2	3.1	-24.7	-2.6	-0.5	i	-23.4	0.3	-7.5	-0.8
S=C(NCc1cccs1)NCC1CCCO1 (configuration not stated)	-1.3	3.9	-2.5	1.1	-1.8	i	-4.4	-4.5	7.5	-0.3
Cc1ccc(S(=O)(=O)NCCC(=O)NCc2ccco2)cc1	-0.8	-4.5	-3.8	-1.4	-0.9	i	-10.7	1.2	-4.8	0.0
CC1(C(=O)NCc2ccc(Cl)cc2)CCN1C(=O)Cc1ccc(Cl)cc1Cl (configuration not stated)	1.1	-4.4	2.7	-2.4	2.4	i	/	3.0	6.2	-0.1
O=S(=O)(Nc1ccc2ccccc2n1)c1ccc2c(c1)CCO2	-0.2	-5.9	3.0	-1.9	0.2	i	-2.2	-0.5	-6.5	2.0
CC1=NN(c2ccccc2)C(=O)/C1=C/c1cccc(C)c1	1.9	5.7	10.0	2.2	9.4	i	-1.8	-8.8	1.1	-0.4
CSc1ccccc1NC(=O)COC(=O)Cc1cccs1	-0.3	3.1	-0.8	-4.8	0.0	i	-4.1	-0.7	-4.0	0.5
CCN1Cc2cc(OC)ccc2-c2ccccc2S1(=O)=O	0.9	2.0	-2.8	1.1	-0.3	i	-0.1	7.1	1.8	-1.4
CCN(CC#CCC1(O)c2ccccc2-c2ccccc21)C(C)C	-1.3	-0.6	0.5	1.4	0.1	i	5.2	1.6	-3.0	1.2
COc1cccc(NC(=O)Cn2nc(Cc3cccnc3)c3ccccc3c2=O)c1	-0.4	-5.8	1.7	6.3	0.7	i	2.4	0.8	-3.5	0.1
COc1ccc(S(=O)(=O)N(C)C[C@H]2Oc3ccc(NC(=O)C4CC4)cc3C(=O)N([C@H](C)CO)C[C@@H]2C)cc1	0.1	-1.6	0.9	2.7	0.9	i	4.4	0.6	-4.4	0.4
Cc1cccc(NC(=O)CCn2ccnc2C)c1	-1.5	-5.0	-0.9	-0.9	-1.3	i	9.6	6.6	1.1	-0.8
COc1ccc(CCN(Cc2cc3cc(C)ccc3[nH]c2=O)C(=O)N2CCCC2)cc1OC	0.4	4.3	-1.5	0.1	-0.5	i	-5.0	-6.5	-0.7	-1.4
NC(=O)/C(=C\c1ccccc1)NC(=O)c1ccc(NC(=O)c2ccccc2)cc1	-0.9	5.9	-3.4	0.8	-1.0	i	-3.1	-6.8	2.3	0.3
CC1(OC(=O)C2CCCC2)C(=O)C=C2C=C(c3ccsc3)N(Cc3ccco3)C=C2C1=O (configuration not stated)	-0.1	20.5	-3.3	1.4	5.3	i	7.1	62.1*	21.8	/
Cc1cccc(NC(=O)c2cccc(C(F)(F)F)c2)c1	-0.7	-6.1	-0.1	2.3	-0.2	i	-4.7	1.0	1.2	1.4
N/N=C1\CCCc2nonc21	-0.1	-3.8	2.4	2.1	0.4	i	-7.7	0.2	0.9	1.3
COC(CN(C(=O)CCl)C(C(=O)NC1CCCCC1)c1ccccc1C)OC (configuration not stated)	0.7	-2.0	-1.6	-0.3	-1.4	i	-2.6	19.5	3.3	-0.4
CCOC(=O)Cc1csc(NC(=O)CN2C(=O)c3ccccc3S2(=O)=O)n1	0.5	-2.0	3.7	-0.1	-1.4	i	-2.2	2.7	2.9	0.6
COC(=O)[C@H](CC(C)C)NC(=O)Nc1ccc(F)cc1	-0.6	-5.2	-0.2	-2.9	-1.9	i	-9.8	0.5	0.3	1.8
COc1cccc(CC(=O)Nc2ccc3c(c2)OC2(CCCC2)O3)c1	0.1	-9.9	3.3	0.1	0.3	i	-5.0	-2.6	-0.5	0.0
COc1cccc(NC(=O)CN(C)C(=O)c2ccccc2Sc2ccccc2C#N)c1	-0.2	2.3	-10.5	-4.6	-7.3	i	-7.3	0.3	-0.6	-0.7
O=C(N/N=C/c1cccc(O)c1)c1ccccc1O	0.7	-0.9	-9.5	-0.8	-1.4	i	-2.0	10.7	-0.9	2.6
COc1ccc(NC(=S)NNc2ccc([N+](=O)[O-])cc2S(=O)(=O)Nc2ccc(C)cc2C)cc1	-0.2	18.8	-20.9	-0.3	5.4	i	-1.0	-47.3	9.5	1.8
Cc1nc2sccn2c(=O)c1S(=O)(=O)NCC1CCN(Cc2ccccc2Cl)CC1	-0.6	-7.4	0.0	-3.1	-0.7	i	6.8	-0.5	1.7	2.2
CCOC(=O)CNC(=O)Cn1cnc2ccc(S(=O)(=O)N3CCC(C)CC3)cc2c1=O	-0.2	2.3	-2.0	-0.7	-0.8	i	-3.6	-0.5	-0.7	-0.7
Cc1nn(CC(=O)NCCN2CCOCC2)c(=O)c2cc3sccc3n12	-0.4	-3.9	-4.1	-2.5	-0.6	i	-13.3	0.6	-3.7	-1.2
COc1ccccc1CN1C[C@@H]2C[C@@H](c3ccc(C)cc3)N3CCC[C@@]23C1=O	0.3	-2.7	-4.2	4.2	0.9	i	4.8	-3.1	-3.5	0.1
Cc1ccc(S(=O)(=O)NCCSc2nnc(N)s2)cc1	-0.5	-6.6	-1.8	-0.7	-2.2	i	-3.6	-4.6	0.0	0.5
Cc1ccc(N2C(=O)N3[C@@H]4c5ccccc5OC[C@@H]4[C@@H](c4ccccc4)[C@@]3(C)C2=O)cc1	-0.1	-7.2	2.1	0.0	2.6	i	-17.6	-0.5	-0.2	0.7
COc1cccc(COC(=O)c2sc3nc4n(c(=O)c3c2C)CCC4)c1OC	0.0	-7.8	-29.2	-0.6	0.5	i	1.8	-1.2	-0.2	-0.2
CN(Cc1cccnc1)C(=O)CNC(=O)c1ccc(Cl)cc1Cl	0.5	1.1	-1.4	-0.4	-1.2	i	-4.1	0.7	4.2	-1.1
Cc1ccc(C)n1-c1ccc(-c2ccn[nH]2)cc1	-1.0	10.9	-0.8	0.5	0.0	i	2.2	-13.7	1.0	-0.1
COc1cc(C(=O)Nc2ccc(C)cn2)c([N+](=O)[O-])cc1OC	-0.8	-3.5	-17.6	0.0	-1.2	i	1.6	0.7	-0.8	0.2
CCOC(=O)c1cn[nH]c1C(F)(F)F	-0.1	0.2	4.0	-2.1	-11.8	i	-1.9	-0.1	-2.6	-1.8
CC(=O)Nc1ccc(S(=O)(=O)NNC(=O)C2CCCCC2)cc1	-0.5	-4.5	-1.1	1.8	-1.3	i	-6.9	2.6	3.8	1.0
Cc1cc(C)[n+]2n1C(=O)C(c1ccccc1)=C2[O-]	-0.4&-0.6	-7.3&1.1	-19.5&-17.9	-0.4&-2.6	-0.8&-1.2	i	-9.6&-10.3	-0.1&0.0	-8.9&0.8	-0.6&0.7
CCCCNC(=O)Nc1c(C(=O)OC)[nH]c2ccc(C)cc12	3.0	-5.1	-3.0	-5.2	-2.2	i	-7.0	-2.4	3.0	1.0
COc1ccc2c(c1)C(CC(C)=O)N(c1ccc(-c3cccnc3)cc1)C(c1ccsc1)=C2 (configuration not stated)	-0.7	23.2	0.0	/	4.9	/	/	/	-0.6	0.3
COCCNC(=O)C(c1ccco1)N(C(=O)Cn1nnc2ccccc21)c1ccccc1C (configuration not stated)	-0.2	-6.8	0.0	-2.5	0.3	i	0.0	-2.5	3.1	-1.0
Cc1cccc(OCCC(=O)OCC(=O)N2c3ccccc3NC(=O)C2(C)C)c1	-0.3	1.0	0.4	0.8	-0.3	i	/	5.3	0.8	0.2
Cc1cccc(NC(=O)NC2(C)CCS(=O)(=O)C2)c1 (configuration not stated)	0.1	0.8	-3.0	-0.9	-0.5	i	-7.1	1.0	-0.8	-1.2
CCOC(=O)c1ccc(NC(=O)c2ccccc2[N+](=O)[O-])cc1	0.1	-1.0	-13.0	-1.1	1.1	i	-9.7	-1.8	-4.6	0.9

High-throughput results from PubChem BioAssay.

Rows are unselected. About 3.9% of those tested had a hit in this group.
